# High-throughput results deposited in PubChem by Sanford-Burnham Center for Chemical Genomics.
# APOBEC3G inh = inhibitors of human APOBEC3G DNA deaminase. AID 493012. hit rate 0.28% among 330,000. recombinant A3G, ssDNA deamination FAM/TAMRA fluorescence. inhibition, % at 20 µM;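 active = inhibition of at least 40% at 20 µM, with no more than 30% in the related APOBEC3A deaminase screen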;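 note: plate controls were DMSO wells with A3G for no effect and wells lacking A3G enzyme for full effect; some compounds called inactive have numbers as strong as hits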
# Target sequence (Q9HC16 whole entry, looked up): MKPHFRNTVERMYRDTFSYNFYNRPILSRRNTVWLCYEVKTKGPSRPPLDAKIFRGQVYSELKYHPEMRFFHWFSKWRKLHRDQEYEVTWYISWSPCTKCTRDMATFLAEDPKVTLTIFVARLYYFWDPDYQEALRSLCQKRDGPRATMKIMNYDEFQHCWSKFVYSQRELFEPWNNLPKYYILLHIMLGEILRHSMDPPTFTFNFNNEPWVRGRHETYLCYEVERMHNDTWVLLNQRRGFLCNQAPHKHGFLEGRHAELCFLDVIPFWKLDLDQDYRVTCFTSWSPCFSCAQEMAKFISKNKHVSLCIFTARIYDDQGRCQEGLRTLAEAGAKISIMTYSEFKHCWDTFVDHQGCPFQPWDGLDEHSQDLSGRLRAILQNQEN
# hIAP activ = human IAP activation; P09923; purified human IAP, CDP-Star luminescence, 30 min; stronger effect = higher value; 1 = vehicle-only enzyme, 0 = enzyme-free background; activation factor at 10 µM; hit rate 0.16% among 330,000;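 active = activation factor of the enzyme at least 2-fold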; note: the source names both 10 and 20 µM as test concentration; values of inactives mirror those of a sister screen read the other way
# SENP1 FRET inh = inhibitors of human SENP1 SUMO protease catalytic domain. Q9P0U3. recombinant SENP1 catalytic domain, CyPet-SUMO1-YPet FRET cleavage. inhibition, % at 10 µM. hit rate 0.21% among 360,000. AID 624204;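 active = inhibition at least 30% at 10 µM, raw YFP signal under a set limit, fluorescence ratio 0.5 to 1.5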;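 note: 0% = enzyme with DMSO and 100% = no enzyme wells; some results filed as inactive read as strong as hits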
# Target sequence (Q9P0U3 419-644 limits assumed): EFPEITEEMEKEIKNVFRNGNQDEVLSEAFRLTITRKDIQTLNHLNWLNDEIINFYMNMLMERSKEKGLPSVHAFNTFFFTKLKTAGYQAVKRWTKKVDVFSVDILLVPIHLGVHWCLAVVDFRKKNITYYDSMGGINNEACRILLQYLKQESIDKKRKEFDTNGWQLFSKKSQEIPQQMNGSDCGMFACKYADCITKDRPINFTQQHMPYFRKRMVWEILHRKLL
#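 Material – human SENP1 catalytic domain · Input – SENP1 enzyme, 20 pM final · Compound dosing – single concentration of 10 µM compound, 0.5% DMSO final · Timing – enzyme reaction for 50 min at room temperature, dark · Measured by – FRET fluorescence in CFP and YFP emission channels · Control set – no-enzyme wells low, DMSO-plus-enzyme wells high control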
# hIAP inh = blocks human intestinal alkaline phosphatase; hit rate 0.12% among 330,000; P09923; AID 2544; purified IAP, CDP-Star luminescence, 30 min; inhibition, % at 10 µM;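 active = inhibition reaching a set limit with compound at 10 µM in the primary screen, cut at about 35% in these data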;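 note: plate controls were DMSO wells with enzyme for no effect and no-enzyme buffer wells for full effect; values of inactives mirror those of a sister screen read the other way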
# mIAP block = mouse IAP inhibition. purified mouse IAP, CDP-Star luminescence, 30 min. inhibition, % at 10 µM. hit rate 0.2% among 330,000;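 active = inhibition of at least 40% at 10 µM in the primary screen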;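 note: plate controls were DMSO with enzyme for no effect and no enzyme wells for full effect; values of inactives mirror those of a sister screen read the other way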
# NLRP3 yeast inh = inhibitors of NALP3 inflammasome in yeast; hit rate 0.39% among 330,000; inhibition, % at 10 µM; Yeast reconstituted NLRP3/ASC/caspase-1, beta-gal luminescence, 24 h;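 active = inhibition of 50% or more; inactive = inhibition below 50%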;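 note: plate controls were induced DMSO wells for no effect and uninduced yeast grown without galactose for full effect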
# MIN6 prolif = induces beta-cell replication in MIN6 cells; MIN6 cells proliferation, ATPlite luminescence, 48 h; cells starved in 0.2% serum; 100% = growth in 10% serum; proliferation, % at 10 µM; hit rate 0.29% among 330,000;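 active = compounds whose signal lies at least 3.5 SD above the mean of all wells on their plate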;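 note: 0% = DMSO-treated cells in low-serum medium and 100% = 10% serum control; some compounds called inactive have numbers as strong as hits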
# mIAP activ = increases mouse intestinal alkaline phosphatase activity. activation factor at 10 µM. hit rate 0.24% among 330,000. muIAP, CDP-Star luminescence, 30 min; stronger effect = higher value; 1 = vehicle-only enzyme signal, 0 = enzyme-free wells;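 active = activation factor of at least 2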; note: the source names both 10 and 20 µM as test concentration; values of inactives mirror those of a sister screen read the other way
#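 System: Mouse IAP enzyme | Also added: CDP-Star substrate | Dosing: Compounds dispensed in DMSO | Schedule: 30 min enzyme-substrate-compound incubation at room temperature | Technique: Chemiluminescence readout | Control set: DMSO-only wells and no-enzyme negative control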
# A3A deaminase = inhibitors of human APOBEC3A DNA deaminase | P31941 | inhibition, % at 20 µM | recombinant A3A, FAM/TAMRA ssDNA deamination fluorescence | hit rate 0.41% among 330,000;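 active = at least 40% inhibition at 20 µM here, with at most 30% in a related deaminase screen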;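 note: plate controls were A3A with DMSO for no effect and wells lacking A3A enzyme for full effect; some results filed as inactive read as strong as hits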
# Target sequence (P31941 whole entry, looked up): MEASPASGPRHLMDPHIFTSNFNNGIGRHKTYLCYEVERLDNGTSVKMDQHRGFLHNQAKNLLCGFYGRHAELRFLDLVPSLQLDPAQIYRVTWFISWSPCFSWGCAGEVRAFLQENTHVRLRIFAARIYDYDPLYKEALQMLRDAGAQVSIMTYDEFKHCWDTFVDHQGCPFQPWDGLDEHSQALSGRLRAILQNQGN
# The depositor's hits bear a star; · = no result given. A portion of the library. The share of hits here may be higher or lower than overall.
SMILES,APOBEC3G inh,hIAP activ,SENP1 FRET inh,hIAP inh,mIAP block,NLRP3 yeast inh,MIN6 prolif,mIAP activ,A3A deaminase
Cc1cccc(NC(=O)c2cnn(C)c2)c1C,-9.1,0.96,0.6,4.0,-0.7,-4.7,0.0,1.01,-7.5
O=C(CSc1cn(Cc2ccccc2)c2ccccc12)Nc1nccs1,-9.8,0.921,-0.6,7.9,-2.9,17.5,-6.3,1.03,-4.3
COc1ccc(/C=C(\NC(=O)c2ccccc2)C(=O)NCc2ccco2)cc1,-10.3,0.957,-3.8,4.3,6.6,-4.3,-3.6,0.934,-4.5
CCCc1nnc(NC(=O)CCC(=O)N2CCN(Cc3ccc(F)cc3)CC2)s1,9.8,1.07,-0.4,-7.4,-0.7,18.7,3.3,1.01,2.1
Cc1nn(Cc2cccc(C(=O)N3CCCC(C)C3)c2)c(C)c1[N+](=O)[O-] (stereo not given),-1.2,1.05,2.8,-5.5,4.5,2.7,-1.1,0.955,-3.1
COc1cc(SC#N)ccc1N=Cc1c(C)[nH]n(-c2ccc(Cl)cc2)c1=O,0.3,1.11,65.4,-10.8,2.3,24.6,-0.6,0.977,-3.8
CCc1cc2c(=O)[nH]c(N3CCOCC3)nc2s1,-1.6,1.1,-1.8,-9.8,-2.2,0.4,-0.7,1.02,6.1
CCCCNS(=O)(=O)c1ccc2nc(-c3cccs3)cc(C(=O)NCC(OC)OC)c2c1,-2.6,1.04,·,-3.6,8.1,5.2,0.3,0.919,-2.8
Cc1cc(Br)ccc1OCCCCNCCO,-6.5,1.02,2.7,-1.8,-6.3,9.1,-3.7,1.06,-1.6
COc1ccc(-c2cc(C(F)(F)F)n3nc(C(=O)NCCCN4CCOCC4)cc3n2)cc1,-2.8,1.09,·,-9.2,1.0,7.7,-2.0,0.99,0.8
O=C(CN1C(=O)NC2(CCCC2)C1=O)OCc1ccccc1F,-1.2,1.19,1.0,-19.3,-12.2,10.6,-3.8,1.12,4.0
COc1ccc(C(CNC(=O)C(C)Oc2ccc(Br)cc2)N2CCOCC2)cc1 (stereo not given),-10.0,1,-4.4,0.0,5.9,0.4,-1.8,0.941,-3.4
Cc1noc(C)c1C(=O)OCC(=O)N(C)C1(C#N)CCCCC1,2.2,1.05,-0.3,-4.7,-4.7,1.8,-1.9,1.05,0.6
CCC(C)N(C(=O)Cn1nnc(-c2ccc(Cl)cc2)n1)C1CCS(=O)(=O)C1 (stereo not given),-5.0,1.05,-0.8,-5.4,1.9,6.7,-0.4,0.981,6.4
O=C(Nc1nccc(-c2cccs2)n1)c1ccccc1Cl,-3.7,0.915,0.6,8.5,5.6,-3.6,1.0,0.944,0.4
COc1ccc(Cl)c(NC(=O)Nc2c(C)n(-c3ccccc3)c(=O)n2C)c1,-3.8,0.985,1.5,1.5,4.2,8.5,0.5,0.958,-4.7
CC(C)(CCl)C(=O)Nc1ccc(C(F)(F)F)cc1,-1.8,0.803,0.7,19.7,-2.9,-15.7,-2.6,1.03,-3.5
CSC(=S)N(C)C1CCS(=O)(=O)C1 (stereo not given),-3.1,0.95,0.4,5.0,7.7,-11.3,1.2,0.923,2.6
O=C(CNC(=S)N(Cc1ccc(F)cc1)C1CCCCC1)NC1CC1,8.8,0.913,1.0,8.7,-6.0,10.6,0.1,1.06,1.4
CCOC(=O)C1CCN(S(=O)(=O)c2ccc(C(=O)OC)cc2)CC1,7.6,0.992,-0.3,0.8,-4.9,27.8,-0.5,1.05,3.8

# The closing 4 compounds of the section above lead into the next:
SMILES,APOBEC3G inh,hIAP activ,SENP1 FRET inh,hIAP inh,mIAP block,NLRP3 yeast inh,MIN6 prolif,mIAP activ,A3A deaminase
CC(C)(CCl)C(=O)Nc1ccc(C(F)(F)F)cc1,-1.8,0.803,0.7,19.7,-2.9,-15.7,-2.6,1.03,-3.5
CSC(=S)N(C)C1CCS(=O)(=O)C1 (stereo not given),-3.1,0.95,0.4,5.0,7.7,-11.3,1.2,0.923,2.6
O=C(CNC(=S)N(Cc1ccc(F)cc1)C1CCCCC1)NC1CC1,8.8,0.913,1.0,8.7,-6.0,10.6,0.1,1.06,1.4
CCOC(=O)C1CCN(S(=O)(=O)c2ccc(C(=O)OC)cc2)CC1,7.6,0.992,-0.3,0.8,-4.9,27.8,-0.5,1.05,3.8
CC(Sc1nc2ccccc2s1)C(=O)NC1CCCc2ccccc21 (stereo not given),-2.3,0.902,3.0,9.8,0.2,13.7,-2.4,0.998,2.9
Fc1ccc(NC(=S)NCc2ccc3c(c2)OCO3)cc1,-4.0,1.13,0.8,-13.4,-12.7,7.2,0.1,1.13,-1.9
Cc1cccc(C)c1N(C(=O)c1ccco1)C(C(=O)NC1CCCC1)c1ccncc1 (stereo not given),-7.8,0.943,1.1,5.7,1.6,11.4,0.0,0.984,-4.6
Cc1cc(C)cc(C(=O)N2CC(=O)Nc3ccccc32)c1,-6.0,1.01,-1.1,-1.4,-3.1,0.3,-2.5,1.03,0.3
COc1ccc(N2CCN(C(CNC(=O)CC(C)(C)C)c3ccc4c(c3)OCO4)CC2)cc1 (stereo not given),-2.5,1.27,0.4,-27.1,-8.1,15.1,0.3,1.08,-4.5
O=C(O)CN1CCN(CC(=O)O)CCN(CC(=O)O)CCN(CC(=O)O)CC1,2.0,1.13,3.3,-12.8,3.0,-0.2,-4.7,0.97,2.4
CCN(CC)c1ccc(NC(=O)Nc2ccccc2C(F)(F)F)cc1,-5.1,0.994,0.3,0.6,-1.7,13.1,0.1,1.02,-3.3
CCCCc1nnc(NC(=O)c2ccc(S(=O)(=O)N3CCOCC3)cc2)s1,-10.2,1.18,0.5,-18.1,-10.4,-0.8,-2.4,1.1,-1.4
COC(=O)CNC(=O)c1ccccc1,8.4,1.03,2.1,-2.7,3.3,5.0,-1.6,0.967,3.1
COC(=O)c1c(-c2ccco2)csc1NC(=O)C1CC=CCC1C(=O)O (stereo not given),-0.3,1.09,1.5,-8.8,16.7,11.4,-2.8,0.833,9.6
Cc1ccc2nc(SCC(=O)Nc3cc(C)on3)c(C)cc2c1,-5.3,1.09,-1.1,-8.7,-4.7,12.4,2.8,1.05,-2.9
COc1ccc(Br)cc1S(=O)(=O)NCCN1CCOCC1,-7.6,0.91,-0.7,9.0,7.1,0.5,0.7,0.929,-4.1
CCCC(C)C(=O)Nc1ccncc1 (stereo not given),-4.9,0.955,0.2,4.5,-5.3,-13.8,-0.1,1.05,-4.0
CN(C)CCNc1nc2c(c(=O)[nH]c(=O)n2C)n1CC(O)COc1ccc(Cl)cc1 (stereo not given),-3.0,1.04,-0.5,-3.9,4.4,-2.6,-2.2,0.956,4.7
CC(C)(CNC(=O)c1cc2ccccc2o1)N1CCOCC1,7.3,0.914,2.9,8.6,-1.4,-3.2,-2.8,1.01,26.7
Cc1ccc(S(=O)(=O)CCC(=O)Nc2ccccc2N2CCCC2)cc1,-0.6,1.04,-0.3,-4.2,-7.7,27.7,-0.8,1.08,4.5
Cc1c(C)n(C)c2ccc(C(=O)NCc3cccs3)cc12,-8.5,0.857,-7.1,14.3,9.3,25.1,0.6,0.907,-2.7
COc1cccc(-n2sc3c(c2=S)-c2cc(OC)ccc2NC3(C)C)c1,-3.6,0.979,4.3,2.1,39.6,11.6,-3.1,0.604,-0.9
CCN(CC)S(=O)(=O)c1cccc(NC(=O)COC(=O)c2cncc(Br)c2)c1,7.8,0.85,-32.6,15.0,-5.8,16.2,0.1,1.06,2.5
CCc1ccc(OCc2nnc(SCC(=O)N3CCOCC3)o2)cc1,-4.8,1.07,1.1,-6.8,13.0,17.0,-0.8,0.87,-1.8

# Three of the entries above in order of the NLRP3 yeast inh value, lowest first:
Structure | NLRP3 yeast inh
COc1cccc(-n2sc3c(c2=S)-c2cc(OC)ccc2NC3(C)C)c1 | 11.6
CCN(CC)S(=O)(=O)c1cccc(NC(=O)COC(=O)c2cncc(Br)c2)c1 | 16.2
Cc1ccc(S(=O)(=O)CCC(=O)Nc2ccccc2N2CCCC2)cc1 | 27.7

# (cont.)
SMILES,APOBEC3G inh,hIAP activ,SENP1 FRET inh,hIAP inh,mIAP block,NLRP3 yeast inh,MIN6 prolif,mIAP activ,A3A deaminase
CNC(=O)C(NC(=O)Nc1ccc(C)cc1)C(C)(C)C (stereo not given),-2.8,0.979,0.2,2.1,-4.1,2.5,-0.9,1.04,3.7
CCOc1cccc2cc(-c3cn4cc(C)ccc4n3)c(=O)oc12,-9.2,1.06,-26.7,-6.0,3.3,5.3,-5.2,0.967,0.7
COC(=O)c1c(C)c2c(C)cc3ccccn3c-2c1C(=O)OC,-0.2,0.922,-49.2,7.8,7.0,-12.1,-3.6,0.93,-1.7
CN(CC(=O)Nc1c(Cl)cccc1Cl)C(=O)c1sccc1-c1ccccc1,-3.4,0.974,0.4,2.6,4.0,7.2,-1.5,0.96,-2.7
O=C1c2cccnc2C(=O)N1Cc1ccco1,-3.0,1.02,0.3,-2.3,-1.3,3.7,-2.7,1.01,0.8
O=C(COC(=O)Cc1cccs1)Nc1cc(S(=O)(=O)N2CCOCC2)ccc1Cl,-10.4,1.05,3.3,-4.8,-6.4,2.3,-1.1,1.06,-3.7

# Some of these compounds in order of number of heavy atoms, lowest first.
SMILES,APOBEC3G inh,hIAP activ,SENP1 FRET inh,hIAP inh,mIAP block,NLRP3 yeast inh,MIN6 prolif,mIAP activ,A3A deaminase
COC(=O)c1c(C)c2c(C)cc3ccccn3c-2c1C(=O)OC,-0.2,0.922,-49.2,7.8,7.0,-12.1,-3.6,0.93,-1.7
CCOC(=O)C1CCN(S(=O)(=O)c2ccc(C(=O)OC)cc2)CC1,7.6,0.992,-0.3,0.8,-4.9,27.8,-0.5,1.05,3.8
Cc1ccc(S(=O)(=O)CCC(=O)Nc2ccccc2N2CCCC2)cc1,-0.6,1.04,-0.3,-4.2,-7.7,27.7,-0.8,1.08,4.5
CCCCc1nnc(NC(=O)c2ccc(S(=O)(=O)N3CCOCC3)cc2)s1,-10.2,1.18,0.5,-18.1,-10.4,-0.8,-2.4,1.1,-1.4
Cc1cccc(C)c1N(C(=O)c1ccco1)C(C(=O)NC1CCCC1)c1ccncc1 (stereo not given),-7.8,0.943,1.1,5.7,1.6,11.4,0.0,0.984,-4.6
